# Source: PubChem (National Center for Advancing Translational Sciences (NCATS))
# aGal spleen mod = inhibitors or activators of human alpha-galactosidase in spleen homogenate; Potency, µM (series often up to 80 µM), for inactives: at the highest dose activity change, negative = inhibition, hits mostly inhibitors; human spleen homogenate, 4MU-alpha-Gal fluorescence, 40 min; AID 2107; 240,000 tested, 0.008% active;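 also: 0% = enzyme with vehicle and -100% = no enzyme basal signal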
#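 Human spleen homogenate (1 ug) was the enzyme source, with 4-methylumbelliferyl-alpha-D-galactopyranoside (1 mM final) in pH 5.0 citrate buffer with 0.01% Tween-20. Compounds were titrated; after 40 min at 37C, NaOH/glycine stop, 4-MU fluorescence read; AC50 from Hill fits.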
# Epigenetic derep = regulators of epigenetic silencing causing reporter derepression in mouse cells. murine LDR cells, GFP reporter derepression, 30 h. 280,000 tested, 0.2% active. Potency, µM (series often up to 53.9 µM), for inactives: at the highest dose GFP activation, actives largely listed as activators. AID 1865; also: % of control where 0% means no effect; nearly all actives have a fitted effect of over 60% in size
#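 Reporter derepression read as number of fluorescent GFP-positive objects, 20-120 um in size, counted by laser-scanning cytometer. Mouse LDR line with an epigenetically silenced CMV-GFP locus; compound incubation 30 h, 37 C.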
# Tau fluor cs = counter-screen for tau fibril formation inhibitors | tau K18 P301L (four-repeat tau fragment) Alexa594 fluorescence, heparin fibrillization | Potency, µM (doses to about 57.7 µM), without a hit: top-dose activity change, negative = decrease | 280,000 tested, 0.93% active | AID 1463; also: % is scaled to controls: 0 for no effect and ±100 for the full control effect; nearly all actives have a fitted effect of over 55% in size
#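 Human K18 P301L tau (15 uM unlabeled plus 0.24 uM Alexa 594-labeled, final) in 100 mM sodium acetate pH 7 was mixed with compound and 20 uM heparin and incubated 6 hr at 37 C.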
# NPSR antag = antagonists of human neuropeptide S receptor cAMP signaling; Potency, µM (highest dose often 38.3 µM), without a hit: top-dose activity change, negative = inhibition, usual class: inhibitors; Q6W5P4; AID 1461; CHO-NPSR cells, cAMP TR-FRET, antagonist mode; 220,000 tested, 1% active; also: % is scaled to controls: 0 for no effect and ±100 for the full control effect; nearly all actives have a fitted effect of over 50% in size; many of its hits are not listed in these tables
# Target sequence (Q6W5P4 whole entry, looked up): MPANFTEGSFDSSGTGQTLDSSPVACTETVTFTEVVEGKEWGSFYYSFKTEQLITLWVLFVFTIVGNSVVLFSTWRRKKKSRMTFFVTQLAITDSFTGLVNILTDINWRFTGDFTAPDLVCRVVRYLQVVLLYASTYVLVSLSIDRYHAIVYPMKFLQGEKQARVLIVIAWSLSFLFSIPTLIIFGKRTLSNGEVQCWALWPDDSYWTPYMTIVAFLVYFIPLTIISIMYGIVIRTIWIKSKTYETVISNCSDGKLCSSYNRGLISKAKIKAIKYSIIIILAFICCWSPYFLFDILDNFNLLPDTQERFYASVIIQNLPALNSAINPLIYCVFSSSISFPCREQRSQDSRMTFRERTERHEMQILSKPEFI
# GAA glycogen = GAA glycogen-cleavage inhibition or activation. P10253. recombinant GAA, glycogen substrate, Amplex Red glucose oxidase fluorescence. 300,000 tested, 0.38% active. Potency, µM (doses to about 76.4 µM), without a hit: at the top dose activity change, negative = inhibition, usual class: inhibitors;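 also: 0% = full enzyme reaction and -100% = no-enzyme basal signal; the screen sought inhibitors and activators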
#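 Natural-substrate format: glycogen cleavage by 4 nM human enzyme, glucose read by Amplex Red coupling (Ex 573, Em 610 nm). Normalized to enzyme and no-enzyme controls.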
# GAA inh = alpha-glucosidase (human) inhibition | purified human GAA, 4-MU-alpha-glucoside fluorescence | 200,000 tested, 0.005% active | Potency, µM (series often up to 76.9 µM), without a hit: at the highest dose activity change, negative = inhibition, actives largely listed as inhibitors | P10253;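 also: plate controls were uninhibited enzyme wells for no effect and no-enzyme background for full effect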
#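 Fluorescence at Ex 365/Em 440 nm from 4-methylumbelliferone reported enzyme activity after 20 min at room temperature. Reactions used 4 nM enzyme and 400 uM substrate at pH 5.0; curves fitted with the Hill equation.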
# ALDH1A1 block = ALDH1A1 (human) enzyme inhibition | Purified ALDH1A1, NADH fluorescence, propionaldehyde substrate | AID 1030 | 220,000 tested, 7.3% active | Potency, µM (top dose mostly 75.3 µM), for inactives: at the highest dose activity, negative = inhibition, usual class: inhibitors | P00352; active = well fitted inhibition curve with a large enough effect, not every such curve was filed as active; inconclusive = small, poorly fitted or top-dose-only effect, or another doubt; inactive = no such curve, though single readings can be large or run the other way;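 also: plate controls were no enzyme wells and a reference inhibitor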
# Target sequence (P00352 whole entry, looked up): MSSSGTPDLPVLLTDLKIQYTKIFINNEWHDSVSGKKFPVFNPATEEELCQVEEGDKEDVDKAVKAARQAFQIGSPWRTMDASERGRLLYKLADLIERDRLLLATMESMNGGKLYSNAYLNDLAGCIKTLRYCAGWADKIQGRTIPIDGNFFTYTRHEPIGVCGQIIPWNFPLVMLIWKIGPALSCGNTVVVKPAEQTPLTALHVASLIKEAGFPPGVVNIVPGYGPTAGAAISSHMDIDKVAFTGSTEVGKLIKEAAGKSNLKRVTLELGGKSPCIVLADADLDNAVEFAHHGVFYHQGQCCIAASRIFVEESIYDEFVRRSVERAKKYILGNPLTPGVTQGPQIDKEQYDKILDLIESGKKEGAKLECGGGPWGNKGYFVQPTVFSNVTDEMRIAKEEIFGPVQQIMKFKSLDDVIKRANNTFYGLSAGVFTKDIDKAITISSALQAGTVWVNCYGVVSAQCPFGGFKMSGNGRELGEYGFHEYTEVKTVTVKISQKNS
# aGlu spleen mod = lysosomal alpha-glucosidase (human) modulation | Potency, µM (highest dose often 79.9 µM), without a hit: at the highest dose activity change, negative = inhibition, hits mostly inhibitors | P10253 | AID 2112 | human spleen homogenate, 4-MU-alpha-glucoside fluorescence | 240,000 tested, 0.006% active;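 also: 0% = enzyme with vehicle and -100% = no enzyme basal signal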
#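 AC50 values come from Hill-equation fits of concentration-response data, normalized to no-enzyme and full-activity controls. Enzyme source: 1 ug human spleen homogenate; 1 mM fluorogenic 4-MU glucoside, pH 5.0 citrate buffer, 37 C, 40 min.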
# Numbers without * were called inactive; u = inconclusive; x = no result given; & = joins results of further samples; [ ] = remark or other dose. Unless noted, calls follow the shape of the dose curve; as a rule, active = well fitted curve in the direction sought with a large enough effect; inconclusive = small, poorly fitted or top-dose-only effect, or another doubt; inactive = no such curve, though single readings can be large; an effect the other way counts as inactive or inconclusive. Potency is read from the fitted curve at half-maximal effect. An excerpt; count on the stated rates, not on these rows.
molecule,aGlu spleen mod,Tau fluor cs,ALDH1A1 block,NPSR antag,GAA glycogen,Epigenetic derep,aGal spleen mod,GAA inh
CCOc1ccc(C(=O)NCCN(C)C)cc1,0%,8%,u,10%[46.1 µM],1%,-2.0%,3%,-2%
O=C(CNc1n[nH]c(=O)[nH]c1=O)N/N=C/c1ccccc1,-1%,-5%,x,-16%,3%,-0.5%,-4%,x
COCc1cc(C)nc(Nc2ccc(C)cc2C)c1C#N,5%,1%,6%,u,9%,0.9%,8%,-2%
CCCn1c(SCC(=O)OCC)nc(C(F)(F)F)cc1=O,4%,6%,-4%,3%,7%,-1.4%,4%,3%
C[C@@H]1C(=O)CC2C(C)(C)CCC[C@]2(C)[C@@]1(O)CCc1ccoc1 (stereo partly specified),3%,-27%,u,x,x,-1.1%,3%,x
NC(=O)C1CCN(Cc2nc(-c3cccs3)no2)CC1,6%,1%,2%,-24%,11%,1.1%,2%,2%
Cc1ccc(Cn2c(S(=O)(=O)O)nc3ccccc32)cc1,-18%,5%,0%,1%[46.1 µM],-2%,-1.0%,-4%,0%
CCN1CCCC1CNC(=O)c1ccc(N2CCOCC2)c(NS(=O)(=O)c2ccc(OC)cc2)c1 (stereo unspecified),3%,-6%,u,2%,3%,0.5%,0%,7%
COc1ccc(C(C)=O)cc1COc1ccc(-n2cnnn2)cc1,-10%,-4%,3.5µM*,-3%[46.1 µM],-7%,-1.0%,-10%,-7%
Cc1cccc(CNc2ncncc2-c2cccc(C#N)c2)c1,7%,-4%,3%,x,x,-0.1%,12%,x
Cc1cc(C)n2nc(CCCO)nc2n1,1%,0%,7%,1%,-8%,-7.0%,3%,0%
COc1ccc(F)cc1S(=O)(=O)Nc1ccc(C)cc1,-2%,-9%,-4%,-21%[46.1 µM],-2%,1.1%,10%,-4%
Clc1ccc2nnc(Cl)n2n1,2%,-2%,u,4%,-4%,3.7%,1%,-2%
Cc1cc(C(=O)NCc2ccc(Cl)cc2)n(-c2ccccc2)n1,7%,-13%,x,-2%,5%,0.1%,-2%,x
COc1ccc(C2/C=C\CN(S(=O)(=O)c3ccc(-c4ccccc4)cc3)CC(=O)N2Cc2ccc(F)cc2)cc1 (stereo unspecified),-10%&1%,-13%,x,-2%,0%,-1.1%,-3%&10%,x
CCOC(=O)C1(C(F)(F)F)N=C(c2cccnc2)OC(N2CCOCC2)=N1 (stereo unspecified),-5%,4%,8%,-10%[46.1 µM],7%,-1.6%,-7%,-6%
Cc1ccc(-c2nnn(CC(=O)N(Cc3cccs3)C(C(=O)NC3CCCCC3)c3ccco3)n2)o1 (stereo unspecified),2%,-5%,1%,0%[46.1 µM],5%,u,5%,-2%
Oc1c(/C=N/c2ccccn2)sc2ccccc12,1%,2.8µM*[fluorescent],x,u,u,-2.1%,2%,x
O=C(O)Cc1ccc(NC(=O)c2ccc(Cl)c(Cl)c2)cc1,-26%,-3%,6%,10%,-12%,4.8%,-2%,2%
COc1ccc(C(=O)Nc2nc(-c3cccs3)cs2)cc1,1%,u,-10%,-14%[46.1 µM],-12%,-0.7%,3%,0%
CC1=CCC(COC(=O)Nc2ccccc2)CC1 (stereo unspecified),0%,-13%,u,-15%[46.1 µM],-1%,2.8%,-4%,-8%
CC(CCc1ccccc1)NC(=O)CNC(=S)N(Cc1cccs1)C1CCCC1 (stereo unspecified),-3%,-19%,u,-54%,0%,-5.4%,4%,-12%
CN1CCN(c2ccc(NC(=O)c3ccc4c(c3)OCCO4)cc2Cl)CC1,8%,-6%,-6%,-1%,-6%,0.0%,-7%,13%
CNC(=O)CN(Cc1ccccc1)S(=O)(=O)c1ccccc1,-3%,-4%,-22%,0%[7.67 µM],-10%,5.8%,5%,-9%
CCOC(=O)c1sc2nc(CSCC(=O)OCc3ccc(C(=O)OC)o3)[nH]c(=O)c2c1C,-5%,-8%,u,-9%[46.1 µM],3%,-2.9%,5%,-28%
O=C(COc1ccc2c(c1)C(=O)CC1(CCCCC1)O2)NCc1ccccn1,-8%,-1%,u,-7%[46.1 µM],1%,1.2%,u,u
COc1ccc(NC(=O)CSc2nnc(CCC(=O)Nc3ccc(C)c(Cl)c3)n2C)cc1,2%,-16%,1%,-13%[46.1 µM],0%,-0.9%,-2%,1%
O=S(=O)(/C=C/c1ccccc1)Nc1ccc2c(c1)OCO2,3%,-16%,u,-5%[46.1 µM],-8%,-0.7%,2%,2%
c1ccc2sc(N3CCCN(Cc4nc(-c5cnccn5)no4)CC3)nc2c1,-3%,-13%,-4%,-16%,0%,0.5%,-12%,-5%
CCSc1nnc(CNC(=O)C23CC4CC(CC(C4)C2)C3)n1C1CCCCC1,-2%,-1%,6%,-26%,-4%,-1.0%,8%,0%
COc1cccc(-c2nnc(NC(C)=O)o2)c1,-2%,7%,x,6%,8%,1.1%,6%,x
Nc1c(C(=O)N/N=C/c2cccnc2)cnn1-c1ccccc1,-2%,2%,5%,3%,-15%,-9.5%,6%,-3%
CC(=O)C1=C(O)C(=O)N(CCCn2ccnc2)C1c1ccc(Cl)cc1 (stereo unspecified),0%,10%,2%,10%,0%,1.1%,2%,9%
COc1ccc(C2CC(=O)C3=C(C2)Nc2ccccc2N(C(C)=O)C3c2ccco2)cc1 (stereo unspecified),-14%,2%,u,-20%[46.1 µM],13%,-0.4%,-5%,-4%
O=C(COC(=O)c1cc(-c2cccs2)nc2ccccc12)NC1CCS(=O)(=O)C1 (stereo unspecified),4%,u,u,-4%,2%,0.4%,11%,u
N#Cc1c(-c2ccncc2)c2c([nH]c1=O)-c1ccccc1OC2,15%,3%,x,-14%,5%,0.0%,u,x
O=C(Cn1cnc2c(nnn2Cc2ccc(F)cc2)c1=O)NCc1ccco1,2%,-4%,6%,6%,2%,-1.0%,5%,-1%
O=C(CN1C2=NCCN2c2ccccc21)N1CCOCC1,-12%,2%,4%,-16%[46.1 µM],10%,-1.5%,2%,2%
CC(NCC(O)c1ccc([N+](=O)[O-])cc1)C12CC3CC(CC(C3)C1)C2 (stereo unspecified),-5%,-7%,u,u,21%,1.5%,7%,-5%[15.4 µM]
O=C(CN1C(=O)C2CCc3[nH]c4ccccc4c3C2C1=O)N1CCCC1 (stereo unspecified),-6%,-16%,-7%,11%[46.1 µM],-24%,-3.3%,7%,5%
CCNC(=O)CC1SC(=Nc2ccccc2C)N(C)C1=O (stereo unspecified),-4%,1%,-6%,-16%[46.1 µM],4%,-1.0%,4%,1%
S=c1[nH]nc(-c2ccco2)n1C1CCCCC1,-24%,-1%,u,13%,-21%,0.0%,15%,0%
COc1cc(C=O)ccc1OCCOc1ccccc1[N+](=O)[O-],-8%,-11%,u,9%,5%,-1.9%,-3%,-8%
CC(=O)Nc1ccc(NC(=O)COc2ccc(Br)cc2C)cc1,-4%,-14%,2%,1%,6%,-4.0%,-1%,-3%
CCOc1cc(N2CCOCC2)c(OCC)cc1NC(=O)c1nc2nc(C)cc(C)n2n1,-3%,-5%,8%,-19%[46.1 µM],7%,-0.3%,3%,-7%
COc1ccc(OC)c2[nH]c(=O)c(CCNS(=O)(=O)c3ccc(Cl)cc3)cc12,-2%,-1%,u,-18%[46.1 µM],-13%,-2.7%,-1%,8%
CCC(=O)OCCCCCCOc1ccc(C(=O)O)cc1,1%,-12%,6%,-9%[46.1 µM],4%,-0.9%,0%,10%
O=C1/C(=C/c2cccnc2)N=C2CCCCCN12,-22%,1%,u,12%,1%,-1.3%,4%,4%
CCCCCCOc1ccc(/C(C)=N/NC2=NCCN2)cc1[N+](=O)[O-],6%,u,-1%,-13%,16%,8.7%,-18%,1%
CCCc1nc2c(C)ccc(C)c2c(N)c1CC,-12%,-8%,-7%,9%[46.1 µM],2%,-0.9%,-9%,2%
CCOc1ccc(NCc2nc3ccccc3n2CCOc2ccccc2)cc1,2%,u,-13%,-26%,8%,0.0%,-4%,-4%
CC(C)(C)c1ccc(C2=NC(=O)C(CC(=O)O)S2)cc1 (stereo unspecified),-1%,-16%,x,11%,-10%,-1.7%,-5%,x
CCS(=O)(=O)N1CCN(c2cc3c(cc2[N+](=O)[O-])n(C)c(=O)n3C)CC1,2%,-12%,-7%,-6%,x,-1.1%,10%,-8%
O=C(Nc1nnc(-c2ccccc2)o1)c1nc2ccccc2s1,-1%,0%,x,u,1%,1.1%,4%,x
COc1ccccc1C(=O)Nc1cc2cc(Cl)ccc2oc1=O,-9%,-5%,u,2%[46.1 µM],12%,-1.0%,3%,8%
COc1ccc2cc(CN(CC3CCCO3)S(=O)(=O)c3ccccc3Cl)c(=O)[nH]c2c1 (stereo unspecified),-1%,-19%,u,u,-5%,-8.6%,3%,-6%
CCCCN(CC)Cc1c(O)ccc2c(-c3ccccc3)cc(=O)oc12,-4%,-9%,x,1%,-4%,-2.3%,-1%,x
COc1ccc(NS(=O)(=O)c2ccc(I)cc2)cc1N1CCN(C)CC1,-8%&15%,-19%,u,x,x,11%,-13%&2%,x
COc1ccc(NC(=S)N/N=C/c2cccn2Cc2ccc(F)cc2Cl)cc1,0%,u,u,-35%,-14%,0.0%,1%,-13%
Cc1cc(Nc2cccc([N+](=O)[O-])c2)c2cccc(C)c2n1,1%,-14%,x,-15%,3%,1.1%,-6%,x
CCOC(=O)CSc1nc2ccccc2c(=O)n1C,0%,0%,2%,-2%[46.1 µM],-2%,-1.1%,-1%,2%

# A different layout for some results above:
> O=C(Cn1cnc2c(nnn2Cc2ccc(F)cc2)c1=O)NCc1ccco1
  aGlu spleen mod: 2%
  Tau fluor cs: -4%
  ALDH1A1 block: 6%
  NPSR antag: 6%
  GAA glycogen: 2%
  Epigenetic derep: -1.0%
  aGal spleen mod: 5%
  GAA inh: -1%
> O=C(CN1C2=NCCN2c2ccccc21)N1CCOCC1
  aGlu spleen mod: -12%
  Tau fluor cs: 2%
  ALDH1A1 block: 4%
  NPSR antag: -16%[46.1 µM]
  GAA glycogen: 10%
  Epigenetic derep: -1.5%
  aGal spleen mod: 2%
  GAA inh: 2%
